Compound activity as filed in PubChem.
p-CIP stab down: p/CIP protein destabilization. Q05BA5. F442A p/CIP-EGFP cells, EGFP fluorescence, 16 h. 290,000 compounds, 0.01% hits. decrease of EGFP signal, % at 10 µM;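 active means EGFP signal decrease of at least 30% at 10 µM or well 3 SD below plate mean, unless failing retest; inactive means the rest, including hits failing retest or dose response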; further: some compounds called inactive have numbers as strong as hits; many of its hits are not listed in these tables
IMP-1 inhibitor: inhibitors of Pseudomonas aeruginosa IMP-1 metallo-beta-lactamase. purified IMP-1, nitrocefin hydrolysis, epi-absorbance fluorescence. inhibition, % at 5.6 µM. 290,000 compounds, 0.45% hits. AID 1556;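 active means inhibition above the mean plus 3 SD of all compounds in the same screening run, cut at about 4.5% in these data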;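 further: 0% = IMP-1 with DMSO and 100% = DMSO wells lacking enzyme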
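assay system = purified recombinant IMP-1 metallo-beta-lactamase enzyme | schedule = 15 min preincubation plus 25 min reaction at 25 °C | signal = Epi-absorbance fluorescence, 480 nm excitation, 530 nm emission | read-out basis = percent inhibition from optical density relative to buffer-blank wells | controls = IMP-1 with DMSO as 0%, enzyme-free DMSO as 100%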
IDE inh: cellular human IDE inhibition; P14735; HEK cells, FAbetaB cleavage, fluorescence polarization; inhibition, % at 5.59 µM; 320,000 compounds, 0.41% hits;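 active means percent inhibition above the average of all tested compounds plus 3 SD, set per screening campaign, cut at about 16% in these data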;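 further: IDE supplied by intact live HEK cells; FP after avidin binding of uncleaved biotin substrate so inhibition keeps polarization high; 0% = DMSO wells and 100% = 60 µM reference IDE inhibitor Ii1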
GalR3 antag: human GalR3 antagonism. HEK293 GalR3-CNG cAMP membrane potential fluorescence; galR3 body fused to GalR1 C-terminus. inhibition, % at 3 µM. 360,000 compounds, 0.44% hits. AID 651719;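 active means inhibition above the screen-wide average plus 3 SD, cut at about 13% in these data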;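 further: forskolin and galanin both at EC90 stimulate the cells; cAMP rise reported by CNG channel membrane potential dye signal; 0% = forskolin plus galanin with DMSO and 100% = forskolin alone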
Target sequence (O60755 1-299 limits assumed): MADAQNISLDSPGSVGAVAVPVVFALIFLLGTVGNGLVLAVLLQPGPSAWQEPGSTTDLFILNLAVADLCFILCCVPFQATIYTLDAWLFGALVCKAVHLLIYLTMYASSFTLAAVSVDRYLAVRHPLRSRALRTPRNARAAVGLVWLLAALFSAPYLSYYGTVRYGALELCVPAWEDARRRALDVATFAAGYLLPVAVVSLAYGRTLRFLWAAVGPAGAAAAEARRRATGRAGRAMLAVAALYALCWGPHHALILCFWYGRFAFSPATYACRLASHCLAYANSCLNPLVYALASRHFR
IDE cell activ: activators of human insulin-degrading enzyme in cells | HEK cells, FAbeta-B cleavage, fluorescence polarization; 0% vehicle, 100% cell-free pure enzyme wells | activation, % at 5.96 µM | 340,000 compounds, 0.073% hits | AID 493087;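 active means activation above the mean of all tested compounds plus 3 SD, set per screening campaign, cut at about 17% in these data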
VIM-2 inh: inhibitors of Pseudomonas aeruginosa VIM-2 metallo-beta-lactamase. purified VIM-2, nitrocefin hydrolysis, epi-absorbance fluorescence. inhibition, % at 5.6 µM. 290,000 compounds, 0.89% hits;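 active means inhibition above the mean of all tested compounds plus 3 SD, cutoff set per screening run, cut at about 7.5% in these data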;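 further: red hydrolysis product quenches plate fluorescence so inhibitors raise well fluorescence; 0% = enzyme with DMSO and 100% = DMSO without enzyme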
HCV NS3 hel inh: blocks Hepatitis C virus NS3 helicase unwinding; NS3 helicase DNA unwinding, Cy5 molecular beacon fluorescence; inhibition, % at 10.9 µM; 290,000 compounds, 0.56% hits; AID 1800;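 active means inhibition above the mean of all tested compounds plus 3 SD, set per campaign, cut at about 35% in these data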;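 further: 0% = DMSO wells and 100% = thioflavine S control wells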
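System: NS3 helicase fragment of HCV / Schedule: 1 h at 25 °C / Control set: DMSO alone as 0% and 110 µM thioflavine S as 100% / Reagent: Cy5/quencher beacon DNA duplex and ATP to start / Technique: Cy5 fluorescence / Replication: singlicate / Evaluation: % inhibition of end-to-start signal ratio versus controls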
UBC9 SUMO inh: SUMOylation inhibition; P63279; HTRF SUMOylation assay, SAE1/SAE2 + UBC9, in vitro; inhibition, % at 35 µM; 290,000 compounds, 0.36% hits; AID 2006; in the data active means inhibition above about 50%, passing the limit was not always enough; further: strong numbers were not always called active
Target sequence (P63279 whole entry, looked up): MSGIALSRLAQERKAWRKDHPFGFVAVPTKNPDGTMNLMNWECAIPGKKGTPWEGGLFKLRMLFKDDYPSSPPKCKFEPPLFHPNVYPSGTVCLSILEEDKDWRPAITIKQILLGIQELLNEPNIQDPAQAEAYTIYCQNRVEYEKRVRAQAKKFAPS
CRFR2-BP antag: blocks CRF-induced signaling of the CRF-BP/CRF-R2 complex. HEK293 CRF-R2/CRF-BP, CRF-induced calcium fluorescence. inhibition, % at 11.8 µM. AID 588475. 350,000 compounds, 0.59% hits;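 active means inhibition of the ligand-induced calcium signal above about 50% at the single tested concentration, limit read from the data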
The depositor's hits bear a star; · = no result given.

#	p-CIP stab down	VIM-2 inh	IMP-1 inhibitor	CRFR2-BP antag	GalR3 antag	UBC9 SUMO inh	IDE cell activ	IDE inh	HCV NS3 hel inh	molecule
1	8.7	18.1*	-1.6	26.9	4.5	15.7	1.1	-0.6	7.4	CN(C)S(=O)(=O)c1cccc(NC(=S)N/N=C/c2cccc(O)c2)c1
2	-0.2	-1.6	-0.2	11.4	-2.9	9.6	0.2	1.3	4.9	COC(=O)CC1C(C(=O)OC)ON2OC(C(=O)OC)C(C(=O)OC)C12 (stereo not drawn)
3	·	·	·	-0.9	-1.9	·	0.0	-1.1	·	O=C(NCc1ccco1)c1cccc(S(=O)(=O)N2CCN(Cc3ccccc3)CC2)c1
4	-14.2	-0.6	-2.0	-19.9	-5.1	1.7	0.0	-5.7	1.4	O=C(CCn1cnnn1)NC1CCCN(Cc2ccccc2F)C1 (stereo not drawn)
5	3.0	-3.0	-3.1	-5.1	4.3	2.2	-4.2	1.0	-1.0	COCCn1c(SCC(=O)Nc2cc(C)nn2-c2ccccc2)nnc1-c1ccncc1
6	-0.1	-2.9	-4.5	2.3	-5.9	34.2	10.1	1.2	-13.3	Cc1cccc(OCCCCc2c(C)n[nH]c2C)c1
7	-2.8	-1.6	-0.4	21.1	-9.8	29.7	-1.7	1.7	-8.3	Cc1ccc(-c2csc3nc(SCC(=O)Nc4ccc(Cl)c(C(=O)O)c4)[nH]c(=O)c23)cc1
8	-6.3	-0.8	0.2	4.6	-7.8	12.5	3.8	-2.8	-4.5	Cc1ccc(CNC(=O)CSc2ncn[nH]2)cc1
9	1.8	-2.7	-3.2	12.1	-5.5	13.5	2.5	0.7	1.2	CCN1CCN(CC(=O)Nc2nc3ccc(OC)cc3s2)CC1
10	-9.3	-3.0	-3.8	-8.0	-5.4	-15.8	4.2	·	-1.7	Cc1ccc2cc(CN(Cc3cccs3)Cc3nnnn3CC3CCCO3)c(=O)[nH]c2c1C (stereo not drawn)
11	-0.5	-2.6	-4.1	-16.4	-4.3	-9.3	3.8	2.3	12.0	Cc1ccc(Nc2c([N+](=O)[O-])ccc3nonc23)cc1C
12	-4.6	-3.9	-4.6	5.6	-2.9	5.8	3.9	9.2	-3.6	COc1cccc(C(=O)COc2ccccc2N2C(=O)C3C4C=CC(C4)C3C2=O)c1 (stereo not drawn)
13	-26.7	-2.3	-3.7	9.0	-2.6	-4.0	1.8	1.4	-3.7	COc1ccc(CCNC(=O)c2cc(Cl)nc3ccccc23)cc1
14	-18.1	1.8	0.2	14.3	-10.8	15.8	-1.4	-2.3	-6.5	COc1ccc(Nc2nccc(OC)c2C#N)cc1
15	-13.0	-0.8	0.4	19.2	-5.8	-7.4	2.2	6.1	-4.2	Cc1ccc(S(=O)(=O)N2CCN(C(=O)CSc3ccc(Cl)cc3)CC2)cc1
16	2.7	-0.2	0.0	-20.2	-5.9	5.4	2.8	3.3	-6.5	O=C(CCc1nnc(-c2ccccc2)o1)NCC1CCN(C2CCCC2)CC1
17	-16.0	-0.5	0.2	10.8	-6.2	14.5	-5.6	-3.8	-5.6	O=C(O)c1cccc(S(=O)(=O)Nc2cc(Cl)ccc2Cl)c1
18	5.6	-1.7	-3.3	2.5	-2.5	-2.5	0.2	6.8	13.1	O=C(CCCN1C(=O)c2ccccc2C1=O)NCCN1C(=O)S/C(=C\c2cccs2)C1=O
19	·	·	·	-14.3	-4.3	·	-3.2	6.1	·	COc1ccccc1NC(=O)COC(=O)/C=C/c1ccc(OC)c(OC)c1
20	-4.0	-5.2	-3.5	10.0	4.8	34.5	-9.1	-0.9	-8.2	COc1ccc2cc(C(=O)C3CCCN(Cc4ccccn4)C3)ccc2c1 (stereo not drawn)

Some values from the results shown.
Cc1ccc(Nc2c([N+](=O)[O-])ccc3nonc23)cc1C – UBC9 SUMO inh = -9.3
COc1cccc(C(=O)COc2ccccc2N2C(=O)C3C4C=CC(C4)C3C2=O)c1 (stereo not drawn) – HCV NS3 hel inh = -3.6
COCCn1c(SCC(=O)Nc2cc(C)nn2-c2ccccc2)nnc1-c1ccncc1 – CRFR2-BP antag = -5.1
Cc1cccc(OCCCCc2c(C)n[nH]c2C)c1 – p-CIP stab down = -0.1

Laid out differently: results already given
12. COc1cccc(C(=O)COc2ccccc2N2C(=O)C3C4C=CC(C4)C3C2=O)c1 (stereo not drawn)
  p-CIP stab down: -4.6	VIM-2 inh: -3.9	IMP-1 inhibitor: -4.6	CRFR2-BP antag: 5.6	GalR3 antag: -2.9	UBC9 SUMO inh: 5.8	IDE cell activ: 3.9	IDE inh: 9.2	HCV NS3 hel inh: -3.6
13. COc1ccc(CCNC(=O)c2cc(Cl)nc3ccccc23)cc1
  p-CIP stab down: -26.7	VIM-2 inh: -2.3	IMP-1 inhibitor: -3.7	CRFR2-BP antag: 9.0	GalR3 antag: -2.6	UBC9 SUMO inh: -4.0	IDE cell activ: 1.8	IDE inh: 1.4	HCV NS3 hel inh: -3.7

(next part)
#	p-CIP stab down	VIM-2 inh	IMP-1 inhibitor	CRFR2-BP antag	GalR3 antag	UBC9 SUMO inh	IDE cell activ	IDE inh	HCV NS3 hel inh	molecule
21	3.6	0.3	-0.7	11.4	0.1	18.4	-6.6	9.1	16.0	Cc1cccc(N2CCN(C3=NC(=O)/C(=C\c4cn[nH]c4-c4ccccc4)S3)CC2)c1
22	-8.1	-1.7	-2.5	15.2	-8.7	10.5	4.3	1.9	6.4	O=C(O)c1ccccc1C(=O)Nn1cnnc1
23	3.7	-1.2	-2.2	12.2	-5.3	4.6	-4.2	2.5	0.1	Cn1cnnc1SCC(=O)NN(c1ccccc1)c1ccccc1
24	-6.1	-1.4	-1.2	11.6	-4.8	-7.3	-5.0	-5.8	5.3	Cc1ccc(N2CC(C(=O)Nc3ncc([N+](=O)[O-])s3)CC2=O)cc1 (stereo not drawn)
25	35.2	-5.9	-2.4	-3.1	-3.7	10.0	-0.9	·	-2.1	S=c1[nH]nc(COc2ccccc2)n1/N=C/c1ccc(Cl)cc1Cl
26	-15.1	-1.2	-1.5	-0.7	5.1	-5.9	8.7	-3.0	-3.2	Cc1cc(NC(=O)CCCn2nc([N+](=O)[O-])c(Cl)c2C)no1
27	-3.4	-0.5	-4.5	-0.3	-7.3	3.1	-6.0	1.8	-9.4	CCN(CC)CCCn1c(=S)[nH]c2cc(Cl)ccc2c1=O
28	0.0	-1.7	-1.8	-1.4	-4.9	13.5	4.7	-6.5	-1.0	O=C(O)c1cccc(Oc2cccc(Cl)n2)c1
29	3.8	0.5	-0.3	2.5	-7.0	-15.8	0.9	3.0	11.6	Cc1ccc(CN(C)C2CCN(C)CC2)cc1
30	-6.2	1.4	-3.4	-103.1	4.2	-1.1	4.4	-0.4	-10.5	N/C(=N\c1nc(CSc2ccc(Cl)cc2)cc(=O)[nH]1)Nc1ccccc1C(F)(F)F
31	-1.0	-1.9	-1.9	3.8	-7.4	9.9	0.6	-2.7	8.2	CCc1ccc(-c2csc3ncn(CC(=O)NCc4ccco4)c(=O)c23)cc1
32	5.6	-0.8	-2.9	11.3	-4.5	-14.2	-5.7	4.2	-0.7	CCCOc1cccc(CN2CCCCC2c2cccnc2)c1 (stereo not drawn)
33	6.0	0.0	-3.2	-6.0	-2.9	4.6	-1.5	3.8	-10.2	CCc1ccccc1N(CC(=O)NC(C)C)C(=O)CCC(=O)Nc1nccs1
34	-2.4	-1.8	-2.7	-12.2	6.9	14.3	6.6	-0.2	3.2	COc1ccc(C(=O)Oc2cc(C)[nH]c(=O)c2[N+](=O)[O-])c(OC)c1
35	·	·	·	-1.4	0.1	·	3.0	4.2	·	Cc1cc(C)c(S(=O)(=O)N2CCN(C(=O)C3CCCO3)CC2)c(C)c1 (stereo not drawn)
36	-14.5	-2.0	1.9	-7.7	-0.8	9.7	3.5	-2.3	2.0	Cc1ccc(Cn2ccnc2SCC(=O)NC2CCCC2)cc1
37	6.3	-3.6	-3.4	14.7	-11.8	-4.9	1.9	-1.6	-27.0	C=CCN(Cc1ccc(OC)c(OC)c1)C(=O)c1cc2cc(F)ccc2[nH]1
38	2.0	-3.9	-4.4	1.0	-1.6	15.4	-3.7	9.8	-5.8	Cc1cccc(N2CCN(C(=O)/C=C/c3cccs3)CC2C)c1 (stereo not drawn)
39	-8.0	·	·	-10.7	-1.0	-11.9	0.4	-3.0	·	CN1C(C(=O)NCc2ccc(OC(F)(F)F)cc2)CC2Cn3c(nc4cc(Cl)c(Cl)cc43)C21 (stereo not drawn)
40	-18.4	-0.1	-0.9	-3.7	-1.7	5.0	4.4	-1.8	-15.2	O=C(/C=C/c1cccs1)Nc1ccc(N2CCOCC2)c(S(=O)(=O)Nc2ccccc2Cl)c1

(listing goes on)
#	p-CIP stab down	VIM-2 inh	IMP-1 inhibitor	CRFR2-BP antag	GalR3 antag	UBC9 SUMO inh	IDE cell activ	IDE inh	HCV NS3 hel inh	molecule
41	8.9	-2.5	0.7	-4.3	-0.2	-1.5	-10.6	5.5	5.4	CC(=O)SC(C[N+](=O)[O-])c1cn(C(C)=O)c2ccccc12 (stereo not drawn)
42	-12.5	-1.3	-2.9	-2.4	-4.2	-8.5	7.2	-3.2	2.8	Clc1ncccc1-c1nnn(-c2ccccc2)n1
43	-2.1	-1.8	-3.6	-2.0	-4.4	23.0	3.5	3.3	2.8	CCC(=O)Nc1ccc2c(c1)nc1n2CCN(CCOC)C1
44	-19.8	-0.1	-0.9	0.5	-5.3	-8.9	8.2	-2.8	-0.7	COc1ccc(-c2noc(CCCC(=O)O)n2)cc1
45	-1.1	-0.7	-2.5	-23.5	-2.7	9.3	1.6	1.8	-0.3	COc1ccc(NC(=O)C2CCCCN2CC(=O)OCc2ccccc2)cc1OC (stereo not drawn)
46	-6.8	0.7	-2.4	-5.5	-6.6	-15.1	0.2	-2.5	2.7	CC(=O)Nc1sc2c(c1CN1CCN(C)CC1)CCCC2
47	·	·	·	-36.3	-5.8	·	-1.8	1.4	·	c1ccc2c(c1)CCc1ccccc1C2=C1CCNCC1
48	-8.9	0.1	-1.9	0.9	-3.1	18.3	1.7	0.2	4.0	COc1ccc2c(CC(=O)NCC3CCC(C(=O)O)CC3)cc(=O)oc2c1 (stereo not drawn)
49	-8.8	-2.0	-3.0	-1.5	6.9	0.0	-6.0	9.3	4.4	COC(=O)c1cc(Cl)c(NC(=O)/C=C/c2ccc(Cl)cc2)cc1OC
50	·	·	·	-3.4	-3.7	·	2.5	-1.6	·	COc1ccccc1C(C)NC(=O)CN(C)CC(=O)Nc1c(C)cccc1C (stereo not drawn)
51	-13.0	-2.7	-1.9	1.5	0.3	15.1	-1.4	7.8	5.0	N=C1/C(=C/c2cccn2-c2ccc([N+](=O)[O-])cc2)C(=O)N=C2SC=CN12
